# DT40 TDP1 no CPT = qHTS for Inhibitors of human tyrosyl-DNA phosphodiesterase 1 (TDP1): qHTS in cells in absence of CPT | DT40 Tdp1-/- hTDP1 cells, no CPT, ATP luminescence, 48 h | Potency, µM (series often up to 46.2 µM), inactives show top-dose activity change, negative = growth inhibition, usual class: inhibitors | hit rate 15% among 420,000 | AID 686978, 2013; further: nearly all actives have a fitted effect of over 55% in size
#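 No-CPT arm: Tdp1-/-;hTDP1 DT40 cells (400/well) plus compounds, incubated ≥48 hr at 37 °C. Readout CellTiter-Glo luminescence.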
# TDP1 block = qHTS Assay for Inhibitors of Tyrosyl-DNA Phosphodiesterase (TDP1); recombinant TDP1, AlphaScreen DNA substrate cleavage; Potency, µM (series often up to 130 µM), for the others: at the highest dose activity change, negative = inhibition, hits mostly inhibitors; hit rate 0.28% among 350,000; AID 485290, 2010; further: nearly all actives have a fitted effect of over 40% in size
# Target sequence (Q9NUW8 whole entry, looked up): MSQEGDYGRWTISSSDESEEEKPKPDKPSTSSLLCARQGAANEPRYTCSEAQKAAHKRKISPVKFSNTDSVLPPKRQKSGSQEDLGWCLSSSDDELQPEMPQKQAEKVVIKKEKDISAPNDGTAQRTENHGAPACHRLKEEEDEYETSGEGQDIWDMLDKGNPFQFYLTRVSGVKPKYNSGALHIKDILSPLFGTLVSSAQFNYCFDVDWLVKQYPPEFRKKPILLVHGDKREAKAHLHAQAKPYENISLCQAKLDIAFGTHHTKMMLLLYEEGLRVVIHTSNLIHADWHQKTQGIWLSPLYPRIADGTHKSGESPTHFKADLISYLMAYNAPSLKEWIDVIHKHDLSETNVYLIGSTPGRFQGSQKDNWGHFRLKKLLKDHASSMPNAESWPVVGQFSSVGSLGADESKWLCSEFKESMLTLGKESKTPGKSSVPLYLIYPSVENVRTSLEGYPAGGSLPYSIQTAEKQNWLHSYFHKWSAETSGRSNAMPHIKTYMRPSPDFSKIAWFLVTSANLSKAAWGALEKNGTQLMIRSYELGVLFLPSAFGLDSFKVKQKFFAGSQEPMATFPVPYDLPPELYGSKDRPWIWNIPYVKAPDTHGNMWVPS
#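 AlphaScreen read-out: signal falls as enzyme removes the 3' tyrosine-FITC from a 5'-biotinylated DNA oligo (15 nM, 5 min, RT). Enzyme was E. coli-made recombinant Tdp1 at 1 nM, exposed to compound for 15 min beforehand; beads 10 ug/ml, 10 min.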
# N370S GC = qHTS Assay for Inhibitors and Activators of N370S glucocerebrosidase as a Potential Chaperone Treatment of Gaucher Disease. N370S GC spleen homogenate, 4MU-glucoside fluorescence. Potency, µM (top dose mostly 59.4 µM), for inactives: at the top dose activity change, negative = inhibition, actives largely listed as inhibitors. Lysosomal acid glucosylceramidase (Homo sapiens), P04062. hit rate 0.092% among 330,000. AID 2101, 2009;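 further: 0% = full enzyme activity and -100% = no enzyme basal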
# * marks the source's active call; other numbers are inactive results; ? = inconclusive; / = no result given; & = joins results of further samples; [ ] = remark or other dose. The call rests on the fitted dose curve; in most records, active means well fitted curve in the direction sought with a large enough effect; inconclusive means small, poorly fitted or top-dose-only effect, or another doubt; inactive means no such curve, though single readings can be large; an effect the other way counts as inactive or inconclusive. Unless noted, on the % scale 0 is the no-effect control and ±100 the full control effect; potency means the concentration at half of the fitted maximal effect. These rows are one share of the data; the hit share may differ from the screen's.
SMILES,DT40 TDP1 no CPT,TDP1 block,N370S GC
CCn1cc(C(=O)O)c(=O)c2cnc(N3CCN(C(=S)NC(=O)c4ccc(Cl)cc4)CC3)nc21,22.0%,-1.3%,-6.1%
COc1ccc(/C=N/NC(=O)c2ccc(Cl)cc2)cc1Cn1cc(Cl)cn1,?,2.3%,-4.6%
COc1ccc(-c2noc(CCC(=O)NCc3ccco3)n2)cc1,-27.1%,-5.1%,5.9%
CCCn1cc(S(=O)(=O)c2ccccc2)c(=O)c2cc(CC)ccc21,5.4%,6.5%,3.4%
CCCn1nnnc1SCC(=O)N1CCOCC1,8.3%,5.3%,?
COc1ccccc1N(CC(=O)NCCSCc1ccccc1)S(C)(=O)=O,-22.2%&-29.9%,/,-3.7%
COc1ccc(/C=C/C(=O)Nc2ccc(C(N)=O)cc2)cc1OC,-10.0%,-1.3%,-4.8%
N#Cc1c(N)nc2c(c1-c1cccs1)CCCC2,-12.4%,2.7%,-6.9%
CCc1ccccc1Nc1ncnc2ccccc12,?,/,-1.0%
Cc1cc(C)nc(-n2nc(C)c(C3(O)C(=O)Nc4ccccc43)c2N)n1 (stereo not given),?,2.1%,-7.1%
COc1ccc(Oc2ncc3nc(C)c(=O)n(C4CC4)c3n2)cc1,?,/,-5.4%
CCOC(=O)c1c(N)sc(C(=O)OC)c1C,-14.6%,3.5%,0.1%
Cc1ccccc1C(=O)NCCn1cc(SCC(=O)NCC2CCCO2)c2ccccc21 (stereo not given),-30.1%,1.9%,0.8%
Cn1nc(-c2ccccc2)c(CO)c1Oc1ccc(F)cc1,?,2.5%,0.7%
Cc1cnc(C(=O)Nc2nnc(SCc3c(Cl)cccc3Cl)s2)cn1,?,6.8%,2.3%
CCOC(=O)c1sc(NC(=O)CCc2ccc(OC)cc2)nc1C,?,/,-19.6%
Cc1c(C(=O)N2CCOCC2)oc2c1-c1nn(CC(=O)NCc3cccc(F)c3)cc1CC2,?,2.6%,/
O=C(COc1ccc(S(=O)(=O)N2CCOCC2)cc1Cl)NCC1CCCO1 (stereo not given),-10.4%,11.2%,-4.6%
Cc1ccc(S(=O)(=O)N2CCC(C(N)=O)CC2)cc1[N+](=O)[O-],1.3%,/,-6.0%
CNS(=O)(=O)c1cccc(C(=O)OCC(=O)NCCCc2ccccc2)c1,-3.3%,/,2.6%
OCCN1CCN(CC(O)COC(c2ccc(F)cc2)c2ccc(F)cc2)CC1 (stereo not given),-21.1%,/,-1.8%
CCOCc1nnc(NC(=O)c2cc(OC)cc(OC)c2)s1,-13.8%,1.2%,7.3%
Cn1c(/C=C/c2ccc(Br)cc2)c([N+](=O)[O-])c(=O)n(C)c1=O,11.6µM*,/,-7.1%
CC1CCC(NC(=O)CCN2C(=O)C3C4C=CC(C4)C3C2=O)CC1 (stereo not given),17.6%,2.1%,-3.8%
CCOC(=O)C1CCCN(CC(=O)NC2CC2)C1 (stereo not given),-0.5%,-1.0%,2.5%
Cc1nc2c(C#N)cnn2c2c1CCN2CC1CCCO1 (stereo not given),10.4%,-5.5%,8.2%
O=C(CSc1ncccn1)NCc1cccc(Cl)c1,8.3%,-2.3%,2.4%
CCN1CCN(Cc2ccc(NC(=O)c3cc(NC(=O)c4ccc5n[nH]nc5c4)cc(OC)c3)cc2C(F)(F)F)CC1,-7.2%,6.2%,16.2%
COc1ccc(C2c3[nH]c4ccccc4c3CCN2C(=O)c2ccccc2C(C)=O)c(F)c1 (stereo not given),?,/,-15.6%
CC(=O)N1CCCc2cc(S(=O)(=O)N3CCC(C(=O)NCc4ccc(F)cc4)CC3)ccc21,?,1.1%,/
Cn1cccc1C(=O)N1CCC2(CCN(C(=O)Nc3cccc(C#N)c3)CC2)CC1,?,/,-3.0%
Cc1ccc(O)c(CNc2nc3ccccc3[nH]2)c1,?,/,-6.5%
O=C(O)c1cc(-c2ccccc2)n(-c2ccc(F)cc2)n1,-14.9%,/,-11.1%
Cc1onc(-c2ccccc2)c1C(=O)NCCN1CCOCC1,-11.5%,6.1%,-13.2%
CCOc1ccccc1CNc1nnnn1C,-18.8%,2.1%,0.6%
O=C(c1ccco1)N1N=C(c2cccs2)CC1c1ccccc1O (stereo not given),20.6µM*,-5.3%,2.6%
CC(=O)Nc1ccc(OC(F)(F)C(F)F)c(NC(C)=O)c1,-9.2%,3.3%,0.8%
CCN1CCc2c(OCC(=O)N3CCC(C)CC3)cccc2C1=O,-19.2%,2.5%,-3.8%
O=C(CCN1CCCC1=O)NC1CCCc2c1cnn2-c1ccc(F)cc1F (stereo not given),-22.9%,6.2%[56.1 µM],-2.0%
COc1ccc(C(=O)N2CCC3(CC2)CN(C(=O)Nc2cccc(C#N)c2)C3)cc1,?,/,-2.9%

# 3 compounds from above, sorted by count of non-hydrogen atoms, smallest number first.
SMILES,DT40 TDP1 no CPT,TDP1 block,N370S GC
O=C(O)c1cc(-c2ccccc2)n(-c2ccc(F)cc2)n1,-14.9%,/,-11.1%
CCCn1cc(S(=O)(=O)c2ccccc2)c(=O)c2cc(CC)ccc21,5.4%,6.5%,3.4%
Cc1cc(C)nc(-n2nc(C)c(C3(O)C(=O)Nc4ccccc43)c2N)n1 (stereo not given),?,2.1%,-7.1%

# The listing continues:
SMILES,DT40 TDP1 no CPT,TDP1 block,N370S GC
C=CCOc1ccc(Oc2cc(C)nc(SC)n2)nn1,-26.6%,-6.5%[56.1 µM],5.7%
COc1ccc(-c2cc(-c3cccs3)nc3sc(C#N)c(N)c23)cc1,?,5.3%,12.7%
Cc1cc(C)nc(/N=C(\N)N2CCc3ccccc32)n1,9.0%,/,-9.2%
Cc1oc(-c2ccc(Cl)cc2)nc1CS(=O)CC(=O)NCc1ccccc1 (stereo not given),18.7%,4.3%,4.0%
Cc1nnc(-c2cnn(-c3ccccc3)c2N)n1Cc1cccc(C(F)(F)F)c1,-14.2%,-2.9%,?
O=C(CNc1cccc(S(=O)(=O)N2CCCC2)c1)Nc1ccc(C(F)(F)F)cc1,14.6µM*,-6.2%,-10.1%
Cc1cc(/C=C2\C(=N)N3N=C(C(C)C)SC3=NC2=O)c(C)n1-c1ccccc1,35.8%[activator],4.6%,7.2%
COCCNC(=S)N1CCOCC1,-5.0%,-3.0%,2.0%
O=C(NCCCN1CCN(c2ccc(F)cc2)CC1)Nc1ccccc1Cl,?,2.5%,/
COCCCN1C(=O)c2[nH]nc(-c3cc(C)cc(C)c3O)c2C1c1ccc(O)c(OC)c1 (stereo not given),?,7.8%,-2.3%
O=C(NC(=S)Nc1ccc(S(=O)(=O)Nc2nccs2)cc1)c1cccnc1,3.4%,-1.2%,3.7%
COCCn1c(SCC(=O)c2c(-c3ccccc3)n(C)c3ccccc23)nnc1-c1ccncc1,?,5.3%,5.1%
COc1ccc(CCNC(=O)CSc2ccc(-c3ccco3)nn2)cc1,8.6%,-2.5%,1.0%
NC(=O)c1ccc(NC(=O)COc2cccc3ccccc23)cc1,-26.1%,2.5%,-5.8%
CCc1ccc(OCCOCC(O)CNC2CCCC2)cc1 (stereo not given),?,2.7%,-4.1%
CCN(CC)C(=O)CS(=O)CC(=O)Nc1cc(OCCOC)c(Cl)cc1Cl (stereo not given),-3.2%,/,7.7%
Cc1ccc(Cl)cc1N1CCN(C(=O)CCC(=O)O)CC1,-18.4%,3.1%,-1.8%
CCOC(CNC(=O)CCc1c(C)nc2nc(C)nn2c1C)OCC,0.2%,0.0%,0.9%
Cc1cccn2c(=O)c(C=C(C#N)C#N)c(N3CCN(c4ccccc4)CC3)nc12,-26.6%,/,4.0%
CCn1nc(C(=O)Nc2ccc(S(=O)(=O)Nc3ncccn3)cc2)c2ccccc2c1=O,-21.6%,5.1%,3.0%

# An excerpt of these results, as labelled records:
C=CCOc1ccc(Oc2cc(C)nc(SC)n2)nn1
  DT40 TDP1 no CPT: -26.6% | TDP1 block: -6.5%[56.1 µM] | N370S GC: 5.7%
COc1ccc(-c2cc(-c3cccs3)nc3sc(C#N)c(N)c23)cc1
  DT40 TDP1 no CPT: ? | TDP1 block: 5.3% | N370S GC: 12.7%

# Further compounds
SMILES,DT40 TDP1 no CPT,TDP1 block,N370S GC
CCc1cccc(C)c1NC(=O)C(NS(=O)(=O)c1ccc2c(c1)CCC(=O)N2)c1ccccc1 (stereo not given),-29.2%,0.0%,/
Cc1cc(C)c(CN2C(=O)c3ccccc3S(=O)(=O)c3ccc(C(=O)OCC4CCCO4)cc32)c(C)c1 (stereo not given),?,0.0%,/
CCOC(=O)N1CCN(C(=O)CSc2ccc3nnc(CCNC(=O)c4ccc(OC)cc4)n3n2)CC1,?,2.3%,-2.6%
COc1ccc(-n2c(Cc3cccn3C)nnc2SCC(=O)NCc2ccccc2Cl)cc1,-24.4%,5.3%,0.3%
Cc1ccc(-n2c(-c3cccc(C)c3)n[nH]c2=S)cc1,?,2.3%,0.6%
N#Cc1ccc(S(=O)(=O)N2CCCN(c3nc4ccc(Cl)cc4s3)CC2)cc1,?,2.9%,-16.3%
O=C(Cn1cc(C(=O)C2CC2)c2ccccc21)NCC1CCCO1 (stereo not given),-11.3%,0.0%,3.4%
O=C(Cn1cc(C(=O)c2ccncc2)c(=O)c2cc(F)ccc21)Nc1ccc(Cl)cc1,?,5.3%,/
O=C(NCc1ccc(Cl)cc1)NCc1ccc(Cl)cc1,-12.0%,6.0%,11.5%
COc1cccc(-c2ncc3ccccc3c2COC(=O)N2CCCCC2)c1,16.4µM*,-0.4%,/
COc1ccc(NC(=O)N2CC3(CCN(C(=O)c4c(C)noc4C)CC3)C2)cc1,-13.9%,/,-0.3%
COc1ccc(NC(=O)Nc2cc(C)ccc2F)cc1,-1.8%,-1.8%,-3.1%
N/C(=N\OC(=O)Nc1ccc(Cl)c(Cl)c1)c1ncc(C(F)(F)F)cc1Cl,?,5.1%,-0.3%
O=C(O)/C=C/C(=O)Nc1ccc(OC(F)(F)Cl)cc1,-19.2%,8.4%,-0.7%
O=C(c1ccco1)N1CCN(C(=O)C2CCN(S(=O)(=O)c3cnc[nH]3)CC2)CC1,-3.1%,7.6%,5.3%
COc1ccc2cc(/C=N/NC(=O)CN(c3ccccc3C)S(=O)(=O)c3ccccc3)c(Cl)nc2c1,6.51µM*,5.8%,-0.7%
c1ccc(C2CCC3(CC2)Oc2ccccc2C2CC(c4cccnc4)=NN23)cc1 (stereo not given),/,5.6%,-1.0%
O=C(CNC(=O)c1ccccc1)NCC(O)c1ccc([N+](=O)[O-])cc1 (stereo not given),-0.5%,7.7%,-7.6%
C=CCn1cc(/C=N/NC(=O)COc2cccc3cccnc23)c2ccccc21,16.4µM*,8.1%,19.2%
Cn1cc(C(=O)C(=O)NCCc2ccccc2)c2ccccc21,14.7%,3.8%,4.0%

# Record cards, from the list above. Order of screens: DT40 TDP1 no CPT	TDP1 block	N370S GC
# COc1ccc(-n2c(Cc3cccn3C)nnc2SCC(=O)NCc2ccccc2Cl)cc1 is entered as -24.4%	5.3%	0.3%
# Cc1ccc(-n2c(-c3cccc(C)c3)n[nH]c2=S)cc1 is entered as ?	2.3%	0.6%
# COc1ccc(NC(=O)N2CC3(CCN(C(=O)c4c(C)noc4C)CC3)C2)cc1 is entered as -13.9%	/	-0.3%
# N#Cc1ccc(S(=O)(=O)N2CCCN(c3nc4ccc(Cl)cc4s3)CC2)cc1 is entered as ?	2.9%	-16.3%
# O=C(Cn1cc(C(=O)C2CC2)c2ccccc21)NCC1CCCO1 (stereo not given) is entered as -11.3%	0.0%	3.4%

# Further records follow.
SMILES,DT40 TDP1 no CPT,TDP1 block,N370S GC
O=C(COC(=O)/C=C/c1cccc(C(F)(F)F)c1)NCCN1C(=O)CSC1=O,?,0.7%,/
O=C(CCOc1ccccc1)N1CCN(S(=O)(=O)c2cccs2)CC1,-10.4%,0.0%,2.4%
COc1ccc(CC(=O)NC2CC(=O)N(c3ccc4c(c3)OCCO4)C2)cc1 (stereo not given),9.5%,2.6%,/
CCOC(=O)C1=C(O)/C(=C/c2ccc(-c3ccccc3C(=O)O)o2)SC1=Nc1ccc(C)cc1,?,5.8%,0.3%
COc1cc2c3c(c1)c(C1=NC(=S)NC1=O)c(O)n3C(C)(C)C=C2C,-13.2%,5.3%,-3.7%
COC(=O)c1ccccc1NC(=O)C1CCN(C(=O)N2CCOc3ccccc32)CC1,23.1µM*,/,-29.8%
CCCc1nc(SCC(=O)N2CCc3ccccc32)c2c(C)c(C)sc2n1,/,4.0%,3.6%
Cc1cc(NC(=O)CN2CCN(S(=O)(=O)c3ccc4ccccc4c3)CC2)no1,-24.4%,5.1%,0.3%
NC(=O)c1ccccc1N/C=C/C(=O)c1cccs1,-22.4%,7.7%,-3.0%
COc1cc(F)ccc1S(=O)(=O)N1CCN(Cc2ccccc2)CC1,-4.8%,/,-3.6%
Cc1nc(C)c(C(=O)C2=C(O)C(=O)N(CCN(C)C)C2c2cccs2)s1 (stereo not given),-16.5%,2.0%,3.0%

# Screens from PubChem BioAssay.
